# ERAP1 HTS inh: ERAP1 (human) enzyme inhibition; inhibition, % at 10.7 µM; recombinant ERAP1, Leu-AMC fluorescence, 60 min; 340,000 tested, 0.15% active;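 active means mean replicate inhibition of at least 30%, or all replicates individually reaching that 30% level; inactive means mean below 30% and not every replicate reaching it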;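 further: 0% = neutral control wells and 100% = L-leucinethiol positive control wells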
# Target sequence (Q9NZ08 whole entry, looked up): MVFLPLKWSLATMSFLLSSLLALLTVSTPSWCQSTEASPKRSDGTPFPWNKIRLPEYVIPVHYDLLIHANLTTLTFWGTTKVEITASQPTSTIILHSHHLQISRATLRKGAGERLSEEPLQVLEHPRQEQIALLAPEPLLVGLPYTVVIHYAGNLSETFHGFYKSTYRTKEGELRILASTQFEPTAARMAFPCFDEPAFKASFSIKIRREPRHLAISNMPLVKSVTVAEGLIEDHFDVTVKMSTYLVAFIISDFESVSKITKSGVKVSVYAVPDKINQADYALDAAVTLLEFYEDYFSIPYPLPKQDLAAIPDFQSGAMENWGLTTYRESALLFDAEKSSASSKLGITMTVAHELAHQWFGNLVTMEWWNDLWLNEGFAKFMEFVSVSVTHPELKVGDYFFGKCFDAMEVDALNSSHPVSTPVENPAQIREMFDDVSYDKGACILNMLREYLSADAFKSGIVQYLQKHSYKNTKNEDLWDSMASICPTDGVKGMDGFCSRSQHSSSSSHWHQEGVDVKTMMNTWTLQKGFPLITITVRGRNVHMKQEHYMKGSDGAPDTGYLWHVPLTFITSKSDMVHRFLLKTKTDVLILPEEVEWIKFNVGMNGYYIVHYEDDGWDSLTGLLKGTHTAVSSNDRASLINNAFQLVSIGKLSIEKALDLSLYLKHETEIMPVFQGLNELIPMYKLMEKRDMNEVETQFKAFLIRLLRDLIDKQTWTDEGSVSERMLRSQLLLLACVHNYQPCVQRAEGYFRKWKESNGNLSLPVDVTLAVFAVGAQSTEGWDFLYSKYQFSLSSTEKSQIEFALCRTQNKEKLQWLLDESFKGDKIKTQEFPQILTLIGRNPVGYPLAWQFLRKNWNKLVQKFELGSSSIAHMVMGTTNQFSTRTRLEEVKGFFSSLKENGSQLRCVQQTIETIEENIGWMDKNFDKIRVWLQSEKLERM
# Xi reactivation: activators of X-chromosome reactivation in mouse fibroblasts; XiGFP mouse fibroblasts, % GFP-positive cells imaging, 3 d; cells co-treated with 5-aza-dC sensitizer; scaled so ellipticine positive control = 100%; activation, % at 7.58 µM; 360,000 tested, 0.055% active; AID 743238;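 active means mean normalized replicate activation at least 10% and every replicate at or above 10%; inconclusive means only one of the two criteria met; inactive means mean below 10% and not all replicates reach 10%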;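 further: 0% = median of on-plate neutral control wells and 100% = ellipticine 6 µM median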
#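 System: 68-5-11 XiGFP fibroblast line; Timing: 3 days compound exposure; Compound dosing: one concentration, pinned; Benchmarks: positive control ellipticine, 6 µM final; Buffer or medium: DMEM containing 5-aza-dC.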
# LGR2 antag: blocks bursicon-induced cAMP signaling via Drosophila LGR2; HEK293 LGR2, CRE-luciferase, bursicon-stimulated, 4 h; inhibition, % at 9.99 µM; 380,000 tested, 0.35% active;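 active means drop in luminescence signal, shown as inhibition above about 50% in the replicate tests, limit read from the data, passing the limit was not always enough; inconclusive means probably only some replicates passing the limit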;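 further: agonist challenge used bursicon conditioned medium at about half maximal strength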
# SIRT5 inh: sirtuin-5 (human) deacylase inhibition. Q9NXA8. Purified SirT5, succinyl-peptide AMC, trypsin-coupled fluorescence. inhibition, % at 15 µM. 330,000 tested, 1.1% active; in the data active means inhibition above about 15%; inconclusive means no clear call, values can overlap the other calls
# C2C12 statin: suppression of simvastatin myotoxicity; rescue of ATP level, % at 7.49 µM; AID 602340; C2C12 myotubes + simvastatin, ATP luminescence, 48 h; scaled: DMSO 0, geranylgeraniol control 100; 330,000 tested, 0.78% active;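 active means mean ATP rescue above about 67%, or every replicate alone reaching that limit, limit read from the data, passing the limit was not always enough; inconclusive means no clear call, values can overlap the other calls; inactive means mean under the limit and some replicate under it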;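 further: myotubes were challenged with 10 µM simvastatin during compound exposure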
# S100A4 MyoIIA: blocks human S100A4 binding to myosin IIA peptide. P26447. S100A4/TAMRA-MyoIIA peptide fluorescence polarization. inhibition, % at 10.7 µM. 360,000 tested, 0.14% active;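 active means mean inhibition of at least 70% across replicates, with every replicate also reaching that level; inconclusive means mean inhibition reaches 70% but some replicates fall short; inactive means mean inhibition below 70%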
# Target sequence (P26447 whole entry, looked up): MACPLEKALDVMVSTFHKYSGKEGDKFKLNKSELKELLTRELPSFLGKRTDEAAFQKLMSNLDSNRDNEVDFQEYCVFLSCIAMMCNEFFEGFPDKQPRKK
#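 assay system = human S100A4 monomer with TAMRA-labelled myosin IIA peptide | also added = labelled myosin peptide probe, 5 nM | incubation = 5 min between mix addition and reading | control set = DMSO and TFP controls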
# PGC1a acetyl inh: PGC1a acetylation modulation, inhibitor mode; U2OS PGC1a acetylation, AlphaScreen anti-acetyl-lysine; with virally co-expressed GCN5 acetyltransferase; 350,000 tested, 0.17% active; AID 651687; inhibition, % at 15.6 µM;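 active means every replicate shows inhibition of at least 40%; inconclusive means mean inhibition at least 40% but some replicate below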;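 further: 0% = neutral control wells and 100% = positive control wells; some results beyond the cut were filed as inactive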
# Cneo AK release: causes C. neoformans cell lysis. adenylate kinase release luminescence, 4 h; normalised: neutral wells 0, clomiphene wells 100. lysis activity, % at 15 µM. AID 651654. 360,000 tested, 0.2% active;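 active means mean lysis activity across replicates of at least 80%, whatever share of replicates individually reach that level; inactive means mean lysis activity below 80%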
#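 Assay system: Cryptococcus neoformans yeast cells / Dosing: single-point compound dose / Timing: 4 h at 37 °C static, read 1 h later / Measured by: luminescence of released adenylate kinase using an AK detection reagent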
# * marks the source's active call; other numbers are inactive results; ? = inconclusive; / = not tested or not shown; & = joins results of further samples. Only part of the results is shown, so the mix of outcomes need not match the whole.
SMILES,ERAP1 HTS inh,Xi reactivation,LGR2 antag,SIRT5 inh,C2C12 statin,S100A4 MyoIIA,PGC1a acetyl inh,Cneo AK release
Cc1nc(NC(=O)COc2ccc(Cl)cc2)sc1C(=O)N(C)C,2,-0.1,-8,-5,/,3,/,/
C[C@H](CO)N1C[C@H](C)[C@@H](CN(C)C)Oc2cc(-c3cccc(C#N)c3)ccc2S1(=O)=O,0,0.5,14,3,-3,-10,-12,-1
CC(=O)c1ccc(N2CCN(C(=O)C3CCN(S(=O)(=O)c4ccc(F)cc4)CC3)CC2)cc1,-1,0.2,15,-2,8,-17,-6,1
COc1cc(C(=O)Nc2c(C(=O)O)[nH]c3ccc(C)cc23)cc(OC)c1OC,0,0.0,-4,4,0,-2,/,2
O=C(CCCN1C(=O)/C(=C\c2ccccc2)SC1=S)Nc1ccc(C(=O)O)cc1,-3,0.3,19,3,-5,3,-6,-4
O=C(c1ccc(Cl)c([N+](=O)[O-])c1)N(Cc1ccc(F)cc1)C1CCS(=O)(=O)C1 (centres undefined),/,0.0,1,1,/,0,-1,/
Cc1noc(C)c1S(=O)(=O)Nc1ccc2c(c1)C(=O)N([C@H](C)CO)C[C@@H](C)[C@@H](CN(C)S(=O)(=O)c1ccc(Cl)cc1)OCCCC[C@@H](C)O2,-2,-0.1,5,9,-63,-14,/,-1
Nc1ccc2nc[nH]c2c1,3,0.0,?,1,/,-12,/,/
C[C@@H]1CN([C@H](C)CO)C(=O)c2cc(NC(=O)C3CCCCC3)ccc2O[C@@H](C)CCCCO[C@H]1CN(C)Cc1ccccc1,-2,-0.1,5,-2,/,-10,-3,-3
Cc1noc(C)c1NC(=O)Nc1ccc2c(c1)C(=O)N([C@H](C)CO)C[C@@H](C)[C@@H](CN(C)C(=O)Nc1c(C)noc1C)O2,-2,0.0,-7,-2,2,12,11,-4
Cc1cc(C(=O)NNC(=O)Cc2ccc(Cl)cc2)c(C)o1,1,-0.1,3,-3,-4,-4,-36,-4
C[C@@H]1CN([C@H](C)CO)S(=O)(=O)c2ccc(C#C[C@@H](C)O)cc2O[C@H]1CN(C)CC1CC1,/,-0.3,6,/,-39,/,-12,/

# Single records (already shown).
# Cc1nc(NC(=O)COc2ccc(Cl)cc2)sc1C(=O)N(C)C is listed with ERAP1 HTS inh: 2; Xi reactivation: -0.1; LGR2 antag: -8; SIRT5 inh: -5; C2C12 statin: /; S100A4 MyoIIA: 3; PGC1a acetyl inh: /; Cneo AK release: /
# Cc1noc(C)c1S(=O)(=O)Nc1ccc2c(c1)C(=O)N([C@H](C)CO)C[C@@H](C)[C@@H](CN(C)S(=O)(=O)c1ccc(Cl)cc1)OCCCC[C@@H](C)O2 is listed with ERAP1 HTS inh: -2; Xi reactivation: -0.1; LGR2 antag: 5; SIRT5 inh: 9; C2C12 statin: -63; S100A4 MyoIIA: -14; PGC1a acetyl inh: /; Cneo AK release: -1
# Nc1ccc2nc[nH]c2c1 is listed with ERAP1 HTS inh: 3; Xi reactivation: 0.0; LGR2 antag: ?; SIRT5 inh: 1; C2C12 statin: /; S100A4 MyoIIA: -12; PGC1a acetyl inh: /; Cneo AK release: /

# (listing goes on)
SMILES,ERAP1 HTS inh,Xi reactivation,LGR2 antag,SIRT5 inh,C2C12 statin,S100A4 MyoIIA,PGC1a acetyl inh,Cneo AK release
Cc1cc(C)cc(NC(=O)N2CCC(C(=O)c3ccc(F)cc3)CC2)c1,1,0.0,17,1,/,0,14,/
COc1ccc(S(=O)(=O)N(C)C[C@H]2Oc3ccc(NC(=O)C4CCCCC4)cc3C(=O)N([C@H](C)CO)C[C@@H]2C)cc1,1&0,-0.1&0.1,-2&9,4&-4,-7&-13,-2&7,2,-6&3
CC(=O)C1=C(C)N(Cc2ccc(Cl)cc2)C(=S)NC1c1ccc(F)cc1 (centres undefined),3,0.0,7,4,/,10,/,/
COCCCNC(=O)Cn1c(=O)n(CC(=O)NCCc2ccc(OC)c(OC)c2)c(=O)c2sccc21,/,0.0,3,14,2,-4,-20,/
CNC[C@@H]1Oc2cc(-c3cccc(C(=O)N(C)C)c3)ccc2S(=O)(=O)N([C@@H](C)CO)C[C@H]1C,0,0.2,9,-4,-8,-7,15,6
COc1ccc(CN(C)C[C@@H]2OCCCC[C@@H](C)Oc3ccc(NS(=O)(=O)c4cn(C)cn4)cc3C(=O)N([C@H](C)CO)C[C@@H]2C)cc1,-4,0.0,4,3,/,-41,-18,-3
Cc1ccc(C)c(S(=O)(=O)N2CCN(CC(=O)Nc3ccc([N+](=O)[O-])cc3)CC2)c1,-1,0.1,8,-1,-4,6,6,-2
COc1ccccc1NS(=O)(=O)c1cccs1,1,/,1,-2,6,0,7,6
S=c1[nH]c(-c2ccccc2)cn1/N=C/c1ccccc1Br,17,0.1,-124,0,5,3,/,1
COCCn1c(SCC(=O)N2CCCCC2)nc2c(c1=O)SC(C)C2 (centres undefined),3,0.0,14,3,/,1,-7,0
C[C@@H]1CN([C@H](C)CO)C(=O)c2cc(NS(=O)(=O)c3cccs3)ccc2O[C@@H](C)CCCCO[C@@H]1CN(C)S(=O)(=O)c1cccs1,2,0.3,3,8,/,-7,-14,2
CCN1CCN(C(c2ccc(OC)cc2)c2nnnn2Cc2ccc3c(c2)OCO3)CC1 (centres undefined),3,0.3,8,-7,/,1,/,/
CC(C)[C@@H](C)/C=C/[C@@H](C)[C@H]1CC[C@@H]2[C@]1(C)CCC1[C@]23C=C[C@]2(C[C@@H](O)CC[C@]12C)N(C(=O)Cc1ccccc1)O3 (some centres undefined),0,0.0,-5,/,/,0,/,/
Cc1ccc(-c2cc(-c3nnc(SCC(=O)NC(C)C(C)C)n3N)c3ccccc3n2)cc1 (centres undefined),-1,/,-3,-2,10,-8,-9,-1
COc1ccc(S(=O)(=O)N2CCN(C(=S)NCC3CCCO3)CC2)cc1OC (centres undefined),-1,0.0,2,2,/,3,/,0
O=C(CN1C(=O)C2C3C=CC(C3)C2C1=O)N1CC=C(c2ccccc2)CC1 (centres undefined),/,/,7,/,-17,/,8,9
COc1ccc(-c2csc3ncn(Cc4ccccc4)c(=O)c23)cc1,1,0.0,-22,1,29,-7,/,2
CNC(=O)c1nnsc1S(=O)(=O)c1ccc(Cl)cc1,1,0.0,103*,-6,-31,0,/,-8
NC(=O)c1ccsc1NC(=O)COC(=O)Cc1ccccc1Cl,2,0.0,-16,-3,7,-7,/,-2
CC(C)NC(=O)Nc1ccc2c(c1)C(=O)N(C)[C@@H]1CC[C@H](CC(=O)NCC3CCCCC3)O[C@H]1CO2,1,0.1,10,-1,-3,12,2,39
Cc1ccc(CN(C)C[C@H]2OCc3cnnn3CCCC(=O)N([C@@H](C)CO)C[C@H]2C)cc1,/,0.0,8,/,-15,/,2,/
C[C@@H]1CC[C@@]2(O[C@H](CCO)C[C@H](O)[C@H]2O)O1,1,0.0,13,/,8,0,-14,6
COc1ccc(Cl)cc1S(=O)(=O)Nc1ccc2c(c1)n(C)c(=O)n2C,-3,0.1,-8,-2,-10,0,/,-1
COc1ccccc1NC(=O)c1ccc2c(c1)C(=O)N(c1ccccc1OC)C2=O,8,0.0,/,-1,7,1,8,-9
Cc1ccc(CN(C(=O)COc2ccc([N+](=O)[O-])cc2)C2CCS(=O)(=O)C2)o1 (centres undefined),4,0.1,-17,1,-5,-1,3,6
Cc1ccc(C(=O)C(C)[n+]2cccc(C(N)=O)c2)cc1 (centres undefined),0,0.4,22,-4,/,-9,/,0
C[C@@H]1CN([C@@H](C)CO)C(=O)c2cc(NS(=O)(=O)c3ccc(F)cc3)ccc2O[C@@H](C)CCCCO[C@@H]1CN(C)Cc1ccc(C(F)(F)F)cc1,-4,0.3,10,-3,/,6,0,53
Cc1nnc(NC(=O)CSc2nnc(CC(=O)Nc3ccccc3C)n2C)s1,-1,0.2,0,-4,4,-19,/,-2
CN(CCC(=O)Nc1ccc(Cl)cc1)Cc1ccccc1,3,0.6,-6,0,-5,-7,0,2
CCN(CC)CCN1C(=O)C(=O)/C(=C(/O)c2c(C)[nH]c(C(=O)OC)c2C)C1c1cccnc1 (centres undefined),/,/,/,/,-1,4,0,-3&-1
C/C=C/c1ccc([C@H]2[C@H](CO)N(C(=O)c3cnccn3)C23CN(C(=O)CC)C3)cc1,-2,0.0,11,0,/,2,4,/
C[C@@H]1CCCCO[C@@H](CN(C)S(=O)(=O)c2ccc(Cl)cc2)[C@H](C)CN([C@@H](C)CO)C(=O)c2cc(NC(=O)c3ccncc3)ccc2O1,3,0.1,-7,6,/,-22,-11,0
O=C(NCC(F)(F)F)C1C(=O)Nc2ccccc2C(=O)N1C1CCCC1 (centres undefined),/,0.0,-30,-2,/,-2,/,/
Cc1ccc(S(=O)(=O)N(C)C[C@H]2OCCCC[C@@H](C)Oc3ccc(NC(=O)c4ccncc4)cc3C(=O)N([C@H](C)CO)C[C@@H]2C)cc1,-3,0.1,-4,1,/,38,-5,4
C[C@H]1CCCCO[C@@H](CN(C)C(=O)Nc2ccc3c(c2)OCO3)[C@@H](C)CN([C@@H](C)CO)C(=O)c2cc(NS(=O)(=O)c3ccc(F)cc3)ccc2O1,/,0.1,20,/,62,/,-4,1
CCOC(=O)CSc1nc2ccccc2c(=O)n1-c1ccc(C)cn1,3,0.0,1,-1,-1,2,4,-1
COc1ccc(CN2C(=O)C(C)=C(C)C2OC)cc1 (centres undefined),1,-0.1,-3,-2,8,-2,/,-1
CC(C)(C)c1ccc(C(=O)NNC(=O)CCc2ccccc2)cc1,-1,0.1,1,-3,/,-3,-18,0
CO[C@@H]1CN(C)C(=O)c2ccc(NC(=O)Nc3ccccc3)cc2OC[C@@H](C)N(C(=O)Nc2c(C)noc2C)C[C@@H]1C,4,0.0,-7,-1,9,1,-17,-2
CCOc1ccc(N(C(C)C(=O)NCc2ccco2)S(C)(=O)=O)cc1 (centres undefined),/,/,23,/,3,/,12,-1
O=C(CSc1ccc(Cl)cc1)NC1=NN(c2ccccc2)C(=O)C1,2,-0.1,-7,-1,-9,17,9,-10
Cc1cc(=O)[nH]c(Nc2cccc(F)c2)n1,2,0.3,-2,-2,0,5,1,1
COc1cccc(CN(C)C(=O)Cn2cc(C)c(=O)[nH]c2=O)c1,0,-0.2,12,2,23,0,/,-11
N#C[C@@H]1[C@H](c2ccc(C#Cc3ccc(F)cc3)cc2)[C@@H](CO)N1C(=O)Nc1ccc(F)cc1,1,0.3,59*,6,19,-4,3,-2
Cc1ccc(OCC(=O)N2c3ccccc3NC(=O)C2(C)C)c([N+](=O)[O-])n1,-1,0.0,26,0,/,3,/,/
CNC(=O)C[C@@H]1CC[C@H]2[C@H](COc3ccc(NC(=O)c4cccc(F)c4)cc3C(=O)N2C)O1,1&1,0.2&1.1,-12&-3,1&1,-10&-5,-1&-2,2&3,-6&-7
O=C(O)C1CCCN1c1nc(C(F)(F)F)nc2ccccc12 (centres undefined),-3,0.0,-24,-2,/,-2,29,/
C[C@@H]1CCCCO[C@@H](CN(C)Cc2ccccc2)[C@H](C)CN([C@H](C)CO)C(=O)c2cc(NS(=O)(=O)c3ccc(F)cc3)ccc2O1,-5,-0.1,11,2,/,5,-7,1
Cc1ccc(C(=O)NCCCN2CCOCC2)cc1S(=O)(=O)N1CCOCC1,1,-0.1,36,-14,5,-6,/,-1

# From PubChem BioAssay
